# CHT allo act: CHT positive allosteric modulators, primary screen, cell-based, membrane potential dye, choline EC20; High affinity choline transporter 1 (Homo sapiens), Q9GZV3; CHT-expressing cells; stronger effect = higher value; LV-AA mutant CHT in HEK293 cells; B-score at 10 µM; 310,000 compounds, 0.49% hits; AID 488977, 2010;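 active = initial fluorescence not abnormally high and integrated response B-score, plate-corrected, over 3 SD above library mean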
# Target sequence (Q9GZV3 whole entry, looked up): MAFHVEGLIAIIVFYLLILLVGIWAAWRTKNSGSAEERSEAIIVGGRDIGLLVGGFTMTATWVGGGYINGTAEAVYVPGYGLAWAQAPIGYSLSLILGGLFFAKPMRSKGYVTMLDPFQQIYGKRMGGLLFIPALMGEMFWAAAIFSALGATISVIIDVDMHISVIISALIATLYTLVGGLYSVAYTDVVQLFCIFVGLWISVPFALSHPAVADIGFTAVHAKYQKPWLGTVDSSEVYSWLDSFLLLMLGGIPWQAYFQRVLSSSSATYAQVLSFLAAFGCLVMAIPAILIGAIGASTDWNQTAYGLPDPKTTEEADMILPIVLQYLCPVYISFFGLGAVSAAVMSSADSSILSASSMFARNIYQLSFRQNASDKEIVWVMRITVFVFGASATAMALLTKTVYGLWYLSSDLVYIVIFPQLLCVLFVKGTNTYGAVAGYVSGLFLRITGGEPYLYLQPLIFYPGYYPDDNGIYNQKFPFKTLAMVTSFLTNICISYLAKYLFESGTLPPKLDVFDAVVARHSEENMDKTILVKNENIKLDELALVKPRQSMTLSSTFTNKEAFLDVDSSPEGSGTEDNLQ
# CHT inh: inhibitors of human choline transporter CHT. High affinity choline transporter 1 (Homo sapiens), Q9GZV3. CHT-expressing cells, membrane potential dye, choline response; stronger effect = lower value. B-score at 10 µM. 310,000 compounds, 0.86% hits;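 active = B-score over 3 SD under the library average, and starting fluorescence ratio not unusually high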;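 note: choline stimulus applied at its EC90 after an EC20 pre-addition; B-score computed on integrated fluorescence ratio after choline addition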
# Numbers without * were called inactive; i = inactive.
SMILES,CHT allo act,CHT inh
Cc1cccc(C2c3[nH]c4ccccc4c3CCN2C(=O)CN2CCOC2=O)n1 (stereo unspecified),i,i
O=S(=O)(Nc1ccc(Oc2ncccn2)c(Cl)c1)c1ccc(F)cc1,i,i
COc1cc(-c2nc(C)c(C(C)=O)n2O)ccc1OCC(=O)Nc1ccc(F)cc1,i,i
COc1ccccc1N1CCN(C(=O)C2CCCCN2S(=O)(=O)c2ccc(C)cc2)CC1 (stereo unspecified),i,i
O=[N+]([O-])c1ccc2ncnc(Nc3ccc4c(c3)OCCO4)c2c1,i,i
CNC(=O)Cn1c(C)cc(=O)c2cccc(C)c21,10*,i
CCN1CCN(CCNC(=O)c2ccc(CS(=O)c3ccc(Br)cc3)o2)CC1 (stereo unspecified),i,i
CCc1ccc(N(CC(=O)NCCc2ccccc2)C(=O)CCC(=O)Nc2ccccn2)cc1,i,i
Cc1nc2ccccc2c(=O)n1NC(=O)c1ccccc1Cl,i,i
CN(CC1CCCO1)S(=O)(=O)c1ccc(C(=O)Nc2ccc(F)cc2)cc1 (stereo unspecified),i,i
O=C(CSc1ccc2nnc(-c3cccnc3)n2n1)Nc1cccc(F)c1,i,i
Cc1cc(C)n(-c2ccc(C(C)C)cc2)c(=O)c1C#N,i,i
COc1ccc2c(c1)c1nc(SCC(C)C)n(CCO)c(=O)c1n2C,i,i
Cc1ccc(S(=O)(=O)NCCC(=O)N2CCN(c3cccc(Cl)c3)CC2)cc1C,i,i
Cc1ccc(-c2nnn(CC(=O)N(c3ccccc3)C(C(=O)NCC3CCCO3)c3ccc(Cl)cc3)n2)cc1 (stereo unspecified),i,i
NC(=O)COC(=O)c1ccc(NS(=O)(=O)c2ccc3c(c2)OCCO3)cc1,i,i
Cc1ccc(S(=O)(=O)N2CCN(c3c([N+](=O)[O-])cc(C(F)(F)F)cc3[N+](=O)[O-])CC2)cc1,i,i
CN(CCC#N)C(=O)CC(Cc1ccccc1)C1CCOC(C)(C)C1 (stereo unspecified),i,-6*
Cc1cc(C)n2nc(SCC(=O)NC3CCCCC3)nc2n1,i,i
COc1ccc(C(=O)NC(=S)N(C)C2CCCCC2)cc1,i,i
C=C(C)c1cccc(C(C)(C)NC(=O)N2CCN(c3ccccn3)CC2)c1,i,i
O=C(CN1CCC(Cc2ccccc2)CC1)Nc1ccc2c(c1)OCCO2,i,i
O=C1[C@@H]2Cc3c([nH]c4ccccc34)C(c3ccc(Cl)cc3)N2C(=O)CN1CCO (stereo partly specified),i,i
CS(=O)(=O)N1CCCC(C(=O)NCc2ccc(F)cc2)C1 (stereo unspecified),i,i
CC(=O)c1cccc(NC(=O)c2nc(-c3ccccc3)oc2C)c1,i,i

# More structures follow.
SMILES,CHT allo act,CHT inh
C=CCN(CC(O)c1cccc([N+](=O)[O-])c1)C(C)CCc1ccccc1 (stereo unspecified),i,i
Cn1c(N2CCOCC2)c(/C=N/O)c2ccccc21,i,i
C#CCOCCOCCOCCNc1nc(N2CCN(C(=O)[C@H]([C@@H](C)CC)n3cc([C@@H](N)Cc4ccc(O)cc4)nn3)CC2)nc(N2CCN(C(=O)[C@H](CCCCN)n3cc([C@@H](N)CO)nn3)CC2)n1,i,i
CCOC(=O)c1c(NC(=O)CSc2cn(CC)c3ccccc23)sc2c1CCC2,i,i
Cc1cc(C)cc(N(C(C)C(=O)NCCC2=CCCCC2)S(C)(=O)=O)c1 (stereo unspecified),i,i
COc1cccc(CC(Cc2nc3ccccc3[nH]2)c2nc3ccccc3[nH]2)c1 (stereo unspecified),i,i
c1ccc(Cn2ncc3c(N4CCN(C(c5ccccc5)c5ccccc5)CC4)ncnc32)cc1,i,i
Cc1ccc(S(=O)(=O)N(C)Cc2ccc(C(=O)NN=C3C4CC5CC(C4)CC3C5)cc2)cc1,i,i
N=C(N)SCc1ncccc1O,i,i
CCN(CC)C(=O)CCNS(=O)(=O)c1ccc(C)cc1,i,i
O=C(NCc1ccc(F)cc1Cl)C1CCN(S(=O)(=O)N2CCC3(CC2)OCCO3)CC1,i,i
CCC1C/C(=C\c2cc(OC)c(OC)cc2OC)C(=O)/C(=C/c2cc(OC)c(OC)cc2OC)C1 (stereo unspecified),i,i
CCOC(=O)C1=C(N)OC2=C(C(=O)CC(C)(C)C2)C1c1cccnc1 (stereo unspecified),i,i
Cc1nn(-c2ccc(N3CCCCC3)nn2)c(C)c1CCC(=O)Nc1ccc(F)cc1,i,i
O=C(NCc1ccco1)C1CCN(C(=O)Cc2ccccc2)CC1,i,i
CCN1C(=O)c2cccc3c(NC(=O)c4ccccc4)ccc1c23,i,i
COc1ccc(CC(=O)NCc2cccs2)cc1,i,i
CCOC(=O)c1ccc(NC(=O)CSc2nnc(CCc3ccc(C)o3)n2-c2ccccc2)cc1,i,i
O=C1C=C(Nc2ccccc2O)c2ccccc2C1=O,i,i
CCNc1ccc(C(=O)OCC(=O)N(Cc2ccccc2)C(C)(C)C)cc1[N+](=O)[O-],i,i
Clc1nc(-c2ccccc2)c2ccccc2n1,i,i
O=C(COC(=O)Cc1cccc(C(F)(F)F)c1)Nc1ccc2c(c1)OCCO2,i,i
Brc1ccc(-c2ccc(CNCc3ccccn3)o2)cc1,i,i
NNC(=O)CC(=O)NC1(Cc2ccc(O)cc2)CCCCC1,i,i
COc1cccc(CNC(=O)CCn2c(=O)c3cccn3c3cccnc32)c1,i,i

# Following part:
SMILES,CHT allo act,CHT inh
Cc1cccc(OCCCC(=O)N2CCCc3ccccc32)c1C,i,i
CCN(CC)C(=O)Cn1c(=O)n(CCC(=O)Nc2ccc(F)cc2)c(=O)c2sccc21,i,i
Cc1nc(N2CCN(c3ccccn3)CC2)c2c(C)c(C(=O)Nc3ccc(F)cc3F)sc2n1,i,i
Cc1noc(/C=C/N(C)C)c1S(=O)(=O)N(C)CC(=O)N1CCc2ccccc21,i,i
O=C(N/N=C/c1ccc(Br)s1)c1cccc([N+](=O)[O-])c1,i,i
CC1CN(C(=S)Nc2ccc(F)cc2F)CC(C)O1 (stereo unspecified),i,i
C=CCN1C(=O)c2ccc(C(=O)NCCOc3ccccc3F)cc2C1=O,i,i
FC(F)(F)c1ccccc1CN1CCN(C2CCCCCC2)CC1,i,i
COc1ccccc1NC(=O)CC(=O)CSc1nnc(-c2ccc(C)cc2)n1-c1ccccc1,i,i
CC(=O)Nc1ccc(S(=O)(=O)NC2CC(=O)N(c3ccc4c(c3)OCCO4)C2)cc1 (stereo unspecified),i,i
O=C(Nc1ccccc1C(=O)Nc1ccncc1)c1ccccc1,i,i
Oc1cccc(Nc2c3ccccc3nc3ccccc23)c1,i,i
Cc1ccc2[nH]c(=O)c(CN(CCCN(C)C)C(=S)NCCc3ccccc3)cc2c1,i,i
O=C(O)c1cccc(NC(=S)N/N=C/c2cccc(O)c2)c1,i,i
CN(Cc1nc(-c2cccc(Cl)c2)no1)C1CCOCC1,i,i
O=C(NCCN1CCOCC1)c1cc([N+](=O)[O-])ccc1Cl,i,i
COCCn1c(C(C)C)nc2oc3ccccc3c(=O)c2c1=O,i,i
Cc1c(NC(=O)Nc2ccccc2[N+](=O)[O-])c(=O)n(-c2ccccc2)n1C,i,i
COc1ccc(C)cc1NC(=O)CNC(C)C(=O)Nc1ccc(C(C)=O)cc1 (stereo unspecified),i,i
Cc1ccc(C(=O)NCC(c2ccco2)N2CCc3ccccc3C2)cc1C (stereo unspecified),i,i
Clc1nc(CN2CCCCC2)nc2sc3c(c12)CCCC3,i,i
CCC(=O)OCn1nnc2ccccc2c1=O,i,i
O=C1CC(c2ccco2)CC(O)=C1C=NCCN1CCN(C(=O)Nc2ccc(Cl)cc2)CC1 (stereo unspecified),i,i
Clc1nnc(Cl)c2c1ncn2Cc1ccccc1,i,i
O=c1[nH]c(=O)n(Cc2ccccc2)c2nc(-c3ccc(C(F)(F)F)cc3)n(CCO)c12,i,i

# Going on with the list.
SMILES,CHT allo act,CHT inh
O=c1[nH]n(-c2ccccc2)c(=O)c2ccccc12,i,i
O=[N+]([O-])c1cccc(-c2cn3nc(-c4ccccc4)c(-c4ccccc4)nc3n2)c1,i,i
c1ccc(Oc2cccc(Oc3ccccc3)n2)cc1,i,i
CC(C)NC(=O)Cn1cc(C(=O)C2CC2)c2ccccc21,i,i
Cc1ccc(-c2c(C(=O)N/N=C/c3ccsc3)nnn2-c2nonc2N)cc1,i,i
O=C(CSc1nnc(SCc2ccc(F)cc2)s1)Nc1ccc(C(=O)O)cc1,i,i
COc1cccc(NC(=S)N2CCC(NC(=O)C3CCCCC3)CC2)c1,i,i
CC(C)CN1CCC(CNC(=O)CCc2nnc(Cc3c[nH]c4ccccc34)o2)CC1,i,i
CCCCC(CC)C(=O)Nc1cc([N+](=O)[O-])ccc1F (stereo unspecified),i,i
COC(C(=O)Nc1ccnn1C1CCN(Cc2cccc(C)n2)CC1)c1ccccc1 (stereo unspecified),i,i
COc1cccc(C(=O)Nc2nnc(Cc3ccc(OC)c(OC)c3)s2)c1,i,i
CN(Cc1nc(-c2cnccn2)no1)C1CC(C)(C)NC(C)(C)C1,i,i
Nn1c(SCC(=O)NC2CCCC2)nnc1-c1ccccc1F,i,i
NC(=O)Cn1cnc(-c2ccccc2)c1,i,i
COc1cc(OC)cc(C(=O)N2CCC(C(=O)NCCc3ccccc3)CC2)c1,i,i
CC(C)c1ccc(NC(=O)CSc2nc3ccsc3c(=O)n2CCC(=O)O)cc1,i,i
COc1cccc(C(=O)NCC2CCCN2S(=O)(=O)c2cccs2)c1 (stereo unspecified),i,i
O=C(Nc1ccccc1Cl)N1CCN(Cc2ccc3c(c2)OCO3)CC1,i,i
Cc1ccc([N+](=O)[O-])cc1NC(=O)CCSc1ccc(Cl)cc1,i,i
O=C(c1ccncc1)N1CCc2ccccc2C1,i,i
Cc1c(C)[n+](=O)c2c(n1[O-])C(Br)CCC2Br (stereo unspecified),i,i
COCCCNc1nc2c([nH]1)c(=O)[nH]c(=O)n2C,i,i
COC(=O)c1ccc(C)c(NC(=O)CCc2ccc(OC)c(OC)c2)c1,i,i
CCCc1ccc(Oc2cc(NN3CCCCC3)c([N+](=O)[O-])cc2[N+](=O)[O-])cc1,i,i
Cc1ccc(NS(=O)(=O)c2c(C(=O)N3CCCCCC3)c(C)n(C)c2C)c(Cl)c1,i,i

# More results follow:
SMILES,CHT allo act,CHT inh
COc1ccc(OC)c(CCNC(=O)Cc2ccc(NC3=NC4CS(=O)(=O)CC4S3)cc2)c1 (stereo unspecified),i,i
C(=N\Nc1nc2ccccc2[nH]1)/c1ccncc1,i,i
Cc1ccc(NC(=O)Cn2nnc3ccccc32)c(C)c1,i,i
Cc1cccc(NC(=S)NCc2ccc3c(c2)cc(C)n3C)c1C,i,i
O=C(Nc1ccc(OC(F)(F)F)cc1)c1ccc2ccccc2n1,i,i
Cn1c(=O)n(Cc2ccco2)c(=N)c2c3c(sc21)CCC3,i,i
COCCCn1c(=O)/c(=C\c2ccccc2OC(F)F)s/c1=C(/C#N)C(N)=O,i,i
Nc1nnc(SCC(=O)c2ccco2)s1,i,i
CCOc1ccccc1-c1nc(C(N)=O)c2[nH]c(=O)n(-c3ccccc3)c2n1,i,i
CCOc1ccc2nc(SCC(=O)NCc3ccc(OC)cc3)[nH]c2c1,i,i
Cc1cc2ccccn2c1C(C[N+](=O)[O-])c1ccc(N(C)C)cc1 (stereo unspecified),i,i
CCc1nnc(NC(=O)CCc2ccc(C)o2)s1,i,i
CN1c2ccccc2C(C)(C)C12CC(c1ccc(S(=O)(=O)N3CCCCC3)cc1)=NO2 (stereo unspecified),i,i
O=C(c1ccc(Cl)c(S(=O)(=O)NCc2ccccc2)c1)N1CCN(c2ccccn2)CC1,i,i
COc1ccc(/C=N/NC(=O)c2nc(-c3ccccc3)n(-c3ccccc3)n2)cc1,i,i
O=c1[nH]n2c(=O)c3c([nH]c2c1N=Nc1cccc(Cl)c1)CCC3,i,i
COc1ccc(S(=O)(=O)Cc2ccc(C(=O)NCc3ccccn3)o2)cc1,i,i
N#Cc1c(SCC(=O)N2CCOCC2)nsc1SCC(=O)N1CCOCC1,i,i
C/C(CC(=O)C(F)(F)F)=N\NC(=O)/C(C#N)=C/N(C)C,i,i
Nc1ccc(C(=O)OCC(=O)Nc2cc([N+](=O)[O-])ccc2F)cc1,i,i
Cc1ccc(C(=O)N2N=C(c3ccc(Br)cc3)CC2c2ccccc2O)cc1 (stereo unspecified),i,i
CCN1C(=O)N[C@@H](c2ccccc2)C(C(=O)OC)=C1C,i,i

# Filtered by structure: the entries above containing an aryl thioether with sulfur outside any ring.
SMILES,CHT allo act,CHT inh
O=C(CSc1ccc2nnc(-c3cccnc3)n2n1)Nc1cccc(F)c1,i,i
COc1ccc2c(c1)c1nc(SCC(C)C)n(CCO)c(=O)c1n2C,i,i
Cc1cc(C)n2nc(SCC(=O)NC3CCCCC3)nc2n1,i,i
CCOC(=O)c1c(NC(=O)CSc2cn(CC)c3ccccc23)sc2c1CCC2,i,i
CCOC(=O)c1ccc(NC(=O)CSc2nnc(CCc3ccc(C)o3)n2-c2ccccc2)cc1,i,i
COc1ccccc1NC(=O)CC(=O)CSc1nnc(-c2ccc(C)cc2)n1-c1ccccc1,i,i
O=C(CSc1nnc(SCc2ccc(F)cc2)s1)Nc1ccc(C(=O)O)cc1,i,i
Nn1c(SCC(=O)NC2CCCC2)nnc1-c1ccccc1F,i,i
CC(C)c1ccc(NC(=O)CSc2nc3ccsc3c(=O)n2CCC(=O)O)cc1,i,i
Cc1ccc([N+](=O)[O-])cc1NC(=O)CCSc1ccc(Cl)cc1,i,i
Nc1nnc(SCC(=O)c2ccco2)s1,i,i
CCOc1ccc2nc(SCC(=O)NCc3ccc(OC)cc3)[nH]c2c1,i,i
N#Cc1c(SCC(=O)N2CCOCC2)nsc1SCC(=O)N1CCOCC1,i,i

# Screening data (PubChem BioAssay)
